SNCA viab count: reduces viability of HEK-293 SNCA reporter cells | HEK-293-SNCA-luc viability, GF-AFC fluorescence, 24 h | Potency, µM (titrated, usually from 57.1 µM), for inactives: at the highest dose activity change, negative = cytotoxicity, usual class: cytotoxic | 150,000 tested, 0.12% active;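 further: potency means the concentration at half of the fitted maximal effect; 0% = DMSO-treated cells and -100% = medium-only wells without cells; nearly all actives have a fitted effect of over 30% in size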
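Cytotoxicity counterscreen: after 24 h compound treatment of genome-edited SNCA-luciferase HEK-293 cells, live-cell protease substrate GF-AFC read by fluorescence after 30 min; activity scaled between DMSO (0%) and medium-only (-100%), curves Hill-fitted.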
FLuc inh: blocks purified firefly luciferase enzyme activity; P08659; purified P. pyralis luciferase, luminescence, biochemical; Potency, µM (series often up to 115 µM), for the others: top-dose activity change, negative = inhibition, actives largely listed as inhibitors; 76,000 tested, 2.5% active; further: potency means the concentration at half of the fitted maximal effect; nearly all actives have a fitted effect of over 65% in size
Target sequence (P08659 whole entry, looked up): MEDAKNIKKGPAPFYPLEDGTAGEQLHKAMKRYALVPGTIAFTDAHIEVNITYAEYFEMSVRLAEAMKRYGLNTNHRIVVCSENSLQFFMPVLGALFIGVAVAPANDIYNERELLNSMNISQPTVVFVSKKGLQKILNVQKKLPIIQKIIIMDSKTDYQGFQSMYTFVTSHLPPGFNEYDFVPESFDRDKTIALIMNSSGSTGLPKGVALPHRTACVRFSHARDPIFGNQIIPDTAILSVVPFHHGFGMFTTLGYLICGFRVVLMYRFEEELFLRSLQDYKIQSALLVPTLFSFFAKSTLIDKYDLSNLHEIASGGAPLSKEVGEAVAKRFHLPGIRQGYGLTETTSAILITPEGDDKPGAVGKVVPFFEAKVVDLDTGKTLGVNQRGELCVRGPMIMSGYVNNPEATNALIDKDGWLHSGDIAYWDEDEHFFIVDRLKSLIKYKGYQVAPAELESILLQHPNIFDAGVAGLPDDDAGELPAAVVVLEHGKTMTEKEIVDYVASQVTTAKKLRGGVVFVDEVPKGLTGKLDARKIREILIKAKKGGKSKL
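Purified P. pyralis luciferase (10nM final) in 50mM Tris acetate pH 7.5, 10mM Mg acetate, 0.01% Tween-20, 0.05% BSA with 10uM D-luciferin and 10uM ATP. Compounds titrated qHTS. Luminescence imaged on CCD.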
3T3 cytotox: NIH 3T3 cell cytotoxicity | NIH 3T3 viability, CellTiter-Glo ATP luminescence, 48-72 h | Potency, µM (titrated, usually from 96.7 µM), for inactives: at the highest dose activity change, negative = cytotoxicity, most hits filed as inhibitors | 94,000 tested, 4.3% active | AID 1345082; further: potency means the concentration at half of the fitted maximal effect; nearly all actives have a fitted effect of over 55% in size
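Viability of NIH 3T3 cells after 48 or 72 hr compound treatment at 37 °C was assessed by CellTiter-Glo, with luminescence imaged following a 10 min room-temperature step.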
HEK cytotox: cytotoxic compounds in HEK 293 cells; HEK 293 viability, ATP luminescence (CellTiter-Glo), 48-72 h; Potency, µM (top dose mostly 115 µM), without a hit: top-dose activity change, negative = cytotoxicity, most hits filed as inhibitors; 94,000 tested, 6.6% active; AID 1345083; further: potency means the concentration at half of the fitted maximal effect; nearly all actives have a fitted effect of over 60% in size
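Cells seeded first (HEK 293, 250 cells/well), then compound added by pintool. Incubation ran 48 or 72 hr at 37 degree Celsius. CellTiter-Glo was added and luminescence imaged after 10 min at room temperature.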
GPT2 inhibitor: blocks human glutamate pyruvate transaminase 2; Q8TD30; Recombinant GPT2, coupled pyruvate oxidase/HRP Amplex Red fluorescence; Potency, µM (doses to about 57.7 µM), without a hit: top-dose activity change, negative = inhibition, hits mostly inhibitors; 100,000 tested, 0.25% active; AID 1671188; further: potency means the concentration at half of the fitted maximal effect; nearly all actives have a fitted effect of over 60% in size; many of its hits are not listed in these tables
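Fluorescence read-out: pyruvate from GPT2 turnover coupled to pyruvate oxidase, HRP and Amplex Red (0.2mM ThPP, 0.2U/mL PO and HRP, 50uM Amplex final). Substrates 250uM a-KG, 2mM L-alanine; enzyme 10ng/uL; 30 min RT.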
IP6K1 inh: IP6K1 kinase inhibition; IP6K1 kinase, ADP-Glo luminescence, 2 h; stronger effect = lower value; Q92551; activity change, % (series mostly up to about 58 µM); 140,000 tested, 0.81% active; in the data active means activity change below about -25%
Target sequence (Q92551 whole entry, looked up): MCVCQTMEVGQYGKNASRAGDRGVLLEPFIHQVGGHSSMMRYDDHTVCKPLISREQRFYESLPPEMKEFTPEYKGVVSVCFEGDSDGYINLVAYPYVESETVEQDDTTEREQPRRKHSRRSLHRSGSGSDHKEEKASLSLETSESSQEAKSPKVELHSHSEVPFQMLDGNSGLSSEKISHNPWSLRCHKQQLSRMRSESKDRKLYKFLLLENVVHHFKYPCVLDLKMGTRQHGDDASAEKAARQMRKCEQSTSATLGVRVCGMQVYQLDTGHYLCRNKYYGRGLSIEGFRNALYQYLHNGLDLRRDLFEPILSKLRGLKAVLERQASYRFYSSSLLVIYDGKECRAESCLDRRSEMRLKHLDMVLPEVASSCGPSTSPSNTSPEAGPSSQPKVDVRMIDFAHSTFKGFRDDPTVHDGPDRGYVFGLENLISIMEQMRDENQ
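ADP-Glo luminescence measures ADP made by human IP6K1 during a 2 h RT reaction with ATP/IP6 (mix at 1.3 mM/130 uM); top library doses 57.5 and 19.1 uM final.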
SNCA expr inhib: inhibitors of alpha-synuclein (SNCA) gene expression. AID 1671194. 140,000 tested, 0.17% active. Potency, µM (top dose mostly 57.2 µM), without a hit: top-dose activity change, negative = inhibition, actives largely listed as inhibitors. HEK-293 SNCA-luciferase knock-in, luminescence, 24 h;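 further: potency means the concentration at half of the fitted maximal effect; plate controls were DMSO cells for no effect and cell-free wells for full effect; nearly all actives have a fitted effect of over 45% in size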
The depositor's hits bear a star; i = inactive; ? = inconclusive; · = not tested or not shown; [ ] = remark or other dose. Unless noted, the call rests on the fitted dose curve; in most records, active means well fitted curve in the direction sought with a large enough effect; inconclusive means small, poorly fitted or top-dose-only effect, or another doubt; inactive means no such curve, though single readings can be large; an effect the other way counts as inactive or inconclusive. Unless noted, on the % scale 0 is the no-effect control and ±100 the full control effect. The order is random. About 7.8% of those tested had a hit in this group.

SMILES	SNCA viab count	FLuc inh	3T3 cytotox	HEK cytotox	GPT2 inhibitor	IP6K1 inh	SNCA expr inhib
O=C(Nc1ccc2c(c1)N(C1CCCC1)C(=O)c1ccccc1S2)c1ccc(F)cc1	7%	·	·	·	·	11	-2%
CCn1cc(C(=O)NCCc2ccc(OC)c(OC)c2)c(=O)c2cc(S(=O)(=O)N(C)C3CCCCC3)ccc21	?	·	·	·	·	-13	37%[activator]
COc1ccc(C(=O)N2CCC(N3CCOCC3=O)CC2)cc1	10%	·	-1%	1%	i	3	11%
CCN1C(=O)COC[C@@H]1[C@H](O)c1ccc(NC(=O)c2cccc(F)c2)cc1	11%[87.6 µM]	-14%[172 µM]	-29%[138 µM]	?	0%[88.5 µM]	-2	19%[87.6 µM]
CCOC(=O)C1CCCN(C(=O)Cn2ncc3c(C)n(Cc4ccccc4Cl)c(C)c3c2=O)C1 (centres undefined)	12%	·	·	·	·	-3	22%
CCOc1ccc(NC(=O)C2CCN(S(=O)(=O)c3cc(-c4noc(C)n4)ccc3C)CC2)cc1	3%	·	·	·	·	1	?
CCc1ccc(C(=O)COC(=O)C(Cc2c[nH]c3ccccc23)NC(=O)c2ccc(Br)cc2)cc1 (centres undefined)	7%	·	·	·	·	-7	44%[activator]
O=c1n(Cc2ccc(F)cc2Cl)c2ccccc2c2nc(-c3ccccc3)nn12	-1%	·	·	·	·	14	17%
COc1ccc(OCC2CN(CCc3ccccc3)S(=O)(=O)c3cnccc3O2)cc1 (centres undefined)	·	·	?	?	·	-10	·
Cc1nccn1CCNC(=O)c1ccc(CC2CCN(S(C)(=O)=O)CC2)cc1	11%	1%	-19%	?	1%	6	11%

Brought forward from above: 5 compounds, then new ones.
SMILES	SNCA viab count	FLuc inh	3T3 cytotox	HEK cytotox	GPT2 inhibitor	IP6K1 inh	SNCA expr inhib
CCOc1ccc(NC(=O)C2CCN(S(=O)(=O)c3cc(-c4noc(C)n4)ccc3C)CC2)cc1	3%	·	·	·	·	1	?
CCc1ccc(C(=O)COC(=O)C(Cc2c[nH]c3ccccc23)NC(=O)c2ccc(Br)cc2)cc1 (centres undefined)	7%	·	·	·	·	-7	44%[activator]
O=c1n(Cc2ccc(F)cc2Cl)c2ccccc2c2nc(-c3ccccc3)nn12	-1%	·	·	·	·	14	17%
COc1ccc(OCC2CN(CCc3ccccc3)S(=O)(=O)c3cnccc3O2)cc1 (centres undefined)	·	·	?	?	·	-10	·
Cc1nccn1CCNC(=O)c1ccc(CC2CCN(S(C)(=O)=O)CC2)cc1	11%	1%	-19%	?	1%	6	11%
Cc1noc(C(C)N(C)C(=O)c2cc(COc3ccccc3F)[nH]n2)n1 (centres undefined)	2%	-2%	-3%	-14%	-3%[11.5 µM]	16	13%
Cc1cc(C)c2c(n1)nn1c(C)c(CCC(=O)Nc3ccc(C)c(Cl)c3)c(C)nc21	3%	·	·	·	·	27	1%
COc1ccc(C(=O)N2CCCC(n3cc(-c4nc(C(C)C)no4)nn3)C2)cn1 (centres undefined)	-11%	8%	-23%	-4%	i	4	22%
CC(C)NC(=O)NC[C@H]1COCc2nc3cc(C(F)(F)F)ccc3n21	-3%[87.6 µM]	15%[172 µM]	?	?	i	-6	-30%[87.6 µM]
CCc1ccc(OCC(=O)NCc2nc(-c3cccc(C)c3)no2)c(Br)c1	6%	·	·	·	·	12	7%
CCC(CC)C(=O)N1CCC(N2C(=O)C3(CCCCC3)C2c2ccncc2)CC1 (centres undefined)	3%[12.5 µM]	-11%	-9%	0%	-13%	-1	-7%
Cc1noc(C)c1CN1CCN(C(=O)C2CCCN2)CC1 (centres undefined)	-21%	10%	i	5%	i	-5	-27%
COc1ccccc1NC(=O)CSc1nc(-c2ccccc2F)nc2cc(=O)[nH]n12	-5%	·	·	·	·	0	12%
O=C(CCc1nc(-c2ccccc2F)no1)Nc1cccc(C(F)(F)F)c1	14%	·	·	·	·	-13	-20%
Cc1cccc(CN2CCC(CNc3ncnc4onc(-c5ccc(Cl)cc5)c34)CC2)c1	-12%	·	·	·	·	0	-22%
O=C(NCCc1ccc(Cl)cc1)c1nc(-c2cccc(C(F)(F)F)c2)c2cnccn12	-1%	2%	?	?	?	0	?
O=S(=O)(c1cccnc1)N1CCCC2(C1)Nc1cccnc1NC2=NCc1ccccc1 (centres undefined)	-9%	17%	i	-2%	?	10	-19%
CO[C@H]1COCCN(C(=O)c2ccc(F)cc2)C1	0%[87.6 µM]	-15%[230 µM]	-8%[174 µM]	-3%[230 µM]	4%[88.5 µM]	4	-8%[87.6 µM]
CC(C)n1cnc2c(Nc3cccc(Cl)c3)nc(NCCO)nc21	?	·	·	·	?	-20	·
O=C(NC1Cc2ccccc2N(C[C@@H](O)CO)C1=O)c1cc2cc(Cl)sc2[nH]1 (some centres undefined)	-11%	·	·	·	-6%	-1	·
Cc1ccc(S(=O)(=O)CC(=O)N2CCN(c3nc4c(F)cccc4s3)CC2)cc1	0%	·	·	·	·	18	3%
CCc1ccccc1N(C)S(=O)(=O)c1ccc2[nH]cc(C(=O)NCCOC)c(=O)c2c1	3%	·	·	·	·	2	-23%
CC(=O)c1ccc(C(=O)N2CCC3(CC2)OCCCC3O)s1 (centres undefined)	3%	10%	i	i	?	9	2%
CC(C)c1nc2c(c(-c3ccc(O)cc3)n1)CN(Cc1ccccc1)CC2	-9%	2%	-26%	?	-8%	-7	0%
CCOC(=O)c1cc(OC(=O)c2cc(OC)c(OC)c(OC)c2)n(-c2ccccc2)n1	7%	·	·	·	·	17	-2%
CC1=C(C(=O)Nc2cc(Cl)ccc2C)C(c2sccc2C)n2ncnc2N1 (centres undefined)	2%	·	·	·	·	-9	15%
Cc1ncc2c(c1CNC(=O)c1sccc1S(N)(=O)=O)CCNC2	-6%	0%	-2%	3%	i	16	3%
OC[C@H]1O[C@@H](OC[C@H]2O[C@@H](OC/C=C/c3ccccc3)[C@H](O)[C@@H](O)[C@@H]2O)[C@@H](O)[C@@H]1O	-13%[23.9 µM]	·	·	·	0%[27.3 µM]	-2	·
COc1ccc(O[C@@H]2O[C@H](CO)[C@@H](O)[C@H](O)[C@H]2O)cc1OC	-22%	·	·	·	i	1	·
O=C(NCc1ccc(Cl)cc1)c1ccn2cncc2c1	-6%[87.6 µM]	-11%[172 µM]	?	?	i	2	?
O=C(CSc1nc(=O)n(Cc2ccccn2)c2c1CCC2)Nc1ccccc1	1%	·	·	·	·	28	-18%
COc1ccc(NC(=O)c2cc(C(C)=O)n3ccccc23)cc1	-21%	·	·	·	·	9	161%[activator]
COc1ccc2[nH]c(C(=O)NCC(=O)N3CCCCCCNC(=O)CC3c3ccccc3)cc2c1 (centres undefined)	-17%	-17%	3%	?	1%	14	-13%
CC(C)Cn1c(-c2ccc(S(=O)(=O)N3CCCC3)cc2)csc1=Nc1ccccc1	22%	·	·	·	·	-10	-1%
CC(C)c1noc(C2Cc3ccccc3N2C(=O)Nc2ccc3c(c2)OCCO3)n1 (centres undefined)	?	16µM*	?	?	-10%	26	51%[activator]
O=C(Cn1c(=O)n(-c2ccc(Cl)cc2)c(=O)c2sc3ccccc3c21)NC1CCCC1	-7%	·	·	·	·	10	8%
O=C(NCc1ccc(Cl)cc1)c1cc(-c2ccc(F)cc2)c2nncn2n1	-6%	·	-34%	-29%	i	6	-1%
CC(C)NC(=O)N1CC2ON=C(C(=O)NCCc3ccc(Cl)cc3)C2C1 (centres undefined)	3%	·	-26%	-30%	-23%	4	14%
CC(C)CCNC(=O)c1cnc2c(c1)N(C(=O)Cc1cn(C)c3ccccc13)CCC2	-18%[87.6 µM]	-9%[172 µM]	?	?	-11%[88.5 µM]	39	10%[87.6 µM]
CC(C)CN1C(=O)c2cccn2CC1CNC(=O)c1ccc2ccccc2n1 (centres undefined)	-27%	?	?	?	i	-1	-28%
Cc1ccc2c(CNC3CCCCC3)c(C(=O)O)n(Cc3ccc(F)cc3)c2c1	1%	·	·	·	·	-2	?
CCNC(=O)c1ccc2c(c1)C1(CCN(CC3CC3)C1)CN2Cc1ccccc1 (centres undefined)	-6%[87.6 µM]	11%[172 µM]	?	?	?	11	2%[87.6 µM]
O=C(Nc1cc(F)ccc1F)N1CCCC1c1nncn1-c1ccccc1 (centres undefined)	-2%	-2%	i	3%	i	-5	1%
COCCNc1ncccc1-c1noc([C@@H]2CCCN2Cc2ccccn2)n1	-26%[87.6 µM]	1%[172 µM]	?	22µM*	-13%[88.5 µM]	-12	?
COc1cc(F)ccc1CN1CCCCC12Cc1ccccc1CNC2=O (centres undefined)	-15%	·	-11%	?	-13%	-9	3%
COc1ccc(-c2cnc3[nH]cc(CC(=O)NCCN(C)C)c3c2)cc1	3%[87.6 µM]	7%[172 µM]	50µM*	100µM*	3%[88.5 µM]	-16	47%[activator][87.6 µM]
CCN1C(=O)CCN(S(=O)(=O)CC)CC12CCOCC2	?	-12%	-7%	-4%	-11%	-16	13%
CN(C)C[C@@H]1CN(C2CCOCC2)C[C@H]1NC(=O)C1CC1	-4%	9%	-2%	2%	i	17	-2%
CC(=O)N1CCN(C(=O)c2cn(CCN)nn2)[C@H]2CS(=O)(=O)C[C@H]21	-6%	-7%	-3%	-4%	-3%	7	-24%
COc1ccc(OCC(=O)N2CCC(c3nc4ccccc4s3)CC2)cc1	-11%	·	·	·	·	-7	15%
Cc1cc(C)n2nc(SCC(=O)Nc3ccccc3C)nc2n1	4%	·	·	·	·	1	21%
Cc1ncsc1CN1C(=O)CO[C@H](c2ccc(NC(=O)c3cccc(C#N)c3)cc2)[C@H]1CO	6%	0%	i	3%	-8%	11	?
O=c1[nH]ccn1C1CCN(Cc2cccnc2)CC1	10%[87.6 µM]	-9%[172 µM]	-7%[138 µM]	-9%[172 µM]	?	12	-7%[87.6 µM]
O=C(O)c1ccccc1Nc1cc(Cl)ccc1C(=O)O	-29%[12.5 µM]	·	·	·	i	38	12%[17 µM]
CCCCCC(=O)N1c2cccc3c2[C@@H](C[C@H]1C(N)=O)CN(Cc1ccc(OC)cc1)C3=O	-4%[23.9 µM]	·	?	?	-5%[27.3 µM]	16	9%[25.6 µM]
Cc1ccc(S(=O)(=O)N2CCCc3cc(NC(=O)c4cccc(Cl)c4)ccc32)cc1	-19%	·	·	·	·	9	17%
CCOC(=O)C1=C(CN(C)Cc2ccccc2)NC(=O)NC1c1ccc(OC(C)C)cc1 (centres undefined)	-25%	·	·	·	·	-9	?
COc1cccc(OC)c1C(=O)N1C(C(=O)NCC(C)C)COC12CCCC(C)C2 (centres undefined)	-8%	4%	-14%	-24%	i	6	-10%

High-throughput results (PubChem)
